Screening results as filed in PubChem.
A549 tox: counter-screen for Nrf2 inhibitors: cytotoxicity in A549 cells | A549 ARE-Fluc cells, CellTiter-Fluor viability, 18-24 h | Potency, µM (doses to about 46 µM), without a hit: at the highest dose activity change, negative = cytotoxicity, usual class: inhibitors | 390,000 tested, 0.16% active; note: % is set by controls: 0 for no effect and ±100 for the full control effect
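A549 ARE-Fluc cells in 5% FBS OPTI-MEM, 5000 cells/well, rested 2 h then exposed to compounds in concentration-response for 18-24 h at 37 °C. Viability by CellTiter-Fluor fluorescence (Ex 405/Em 525) after 30 min; luciferase luminescence (BugLite, 15 min, RT) read afterwards.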
ATXN2 expr inh: ATXN2 expression inhibition; HEK-293 ATXN2-luciferase reporter, luminescence, 24 h; Potency, µM (series often up to 57 µM), inactives show top-dose activity change, negative = inhibition, hits mostly inhibitors; 360,000 tested, 0.72% active; note: % is set by controls: 0 for no effect and ±100 for the full control effect; nearly all actives have a fitted effect of over 55% in size
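qHTS (up to 57 uM final) was run with 24 h compound exposure of reporter cells at 37 °C. Each well was multiplexed: SteadyGlo luminescence measured ATXN2-luciferase expression after a fluorogenic Gly-Phe-AFC viability readout (25 uM final).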
TGFb inhibitor: TGF-b pathway inhibition. 410,000 tested, 1.2% active. AID 588855. Potency, µM (doses to about 46.1 µM), for the others: at the top dose activity, negative = inhibition, most hits filed as inhibitors. HepG2 CAGA-GFP TGF-b/SMAD3 reporter, GFP fluorescence, 18 h; TGF-beta stimulated, 500 pg/mL final; note: % is set by controls: 0 for no effect and ±100 for the full control effect; nearly all actives have a fitted effect of over 65% in size
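First, reporter cells (HEPG2 CAGA-GFP) rested 2 h at 37 degrees C. Next, compounds were pinned in and TGF-beta added to 500 pg/mL final. After 18 h, GFP was imaged per cell and summed per well.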
MCF10A rerep: induces DNA re-replication in MCF 10a normal breast cells | Potency, µM (highest dose often 46.1 µM), without a hit: at the highest dose activity, positive = re-replication, actives largely listed as activators | MCF 10A DNA re-replication, Hoechst nuclear intensity, 48 h | 350,000 tested, 2.9% active; note: % of control where 0% means no effect; nearly all actives have a fitted effect of over 50% in size
HepG2 viability: HepG2 cytotoxicity, counter-screen for TGF-b inhibitors; HepG2 CAGA-GFP viability, ATP luminescence, 18 h; Potency, µM (highest dose often 46.1 µM), without a hit: top-dose activity change, negative = cytotoxicity, most hits filed as cytotoxic; 410,000 tested, 0.76% active; note: some results filed as inactive show a strong effect at the top dose
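HepG2 CAGA-GFP cells (1000/well, DMEM with 1% FBS) received compound, then TGF-beta at 500 pg/mL final, and were incubated 18 hours at 37 degrees C. Viability was read by CellTiter-Glo luminescence. Media-only wells were set as complete cell-killing and DMSO as no toxicity.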
Nrf2 ARE act: Nrf2 pathway activation; AREc32 ARE-luciferase reporter (MCF7-derived line), luminescence, 24 h; AID 624171; 410,000 tested, 0.31% active; Potency, µM (series often up to 46.1 µM), for the others: top-dose activation, hits mostly activators; note: % of control where 0% means no effect; nearly all actives have a fitted effect of over 65% in size
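AREc32 cells carrying an ARE-driven firefly luciferase reporter were seeded at 1000 cells/well in OPTI-MEM with 5% FBS, then exposed to compound for 24 hr at 37 deg C. Luminescence was read with Steady-Glo after 30 min at RT.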
Nrf2 inh: inhibitors of Nrf2 signaling; A549 ARE-Fluc reporter, luciferase luminescence, 18-24 h; Potency, µM (titrated, usually from 46 µM), inactives show at the top dose activity change, negative = inhibition, usual class: inhibitors; 360,000 tested, 2.1% active; AID 504444; note: % is set by controls: 0 for no effect and ±100 for the full control effect; nearly all actives have a fitted effect of over 60% in size
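A549 ARE_Fluc cells, 5000/well, 5% FBS OPTI-MEM; compounds in dose-response, 18-24 h at 37 °C/5% CO2; CellTiter-Fluor viability read (Ex 405/Em 525), then BugLite luciferase luminescence = Nrf2 activity.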
S2 tox: viability counter-screen for ATXN expression inhibitors | 400,000 tested, 0.49% active | S2 cells (HEK-293 line with an ATXN2-luciferase reporter) viability, CellTiter-Fluor protease fluorescence, 24 h | Potency, µM (doses to about 56.7 µM), actives largely listed as cytotoxic; note: nearly all actives have a fitted effect of over 40% in size
EPAC2 antagonist: antagonists of human EPAC2; Q8WZA2; EPAC2 GEF exchange of Rap1B-BODIPY-GDP, fluorescence; Potency, µM (highest dose often 114 µM), inactives show at the top dose activity, negative = inhibition, actives largely listed as inhibitors; 360,000 tested, 0.18% active; AID 720708; note: % is set by controls: 0 for no effect and ±100 for the full control effect; nearly all actives have a fitted effect of over 45% in size; many of its hits are not listed in these tables
Target sequence (Q8WZA2 whole entry, looked up): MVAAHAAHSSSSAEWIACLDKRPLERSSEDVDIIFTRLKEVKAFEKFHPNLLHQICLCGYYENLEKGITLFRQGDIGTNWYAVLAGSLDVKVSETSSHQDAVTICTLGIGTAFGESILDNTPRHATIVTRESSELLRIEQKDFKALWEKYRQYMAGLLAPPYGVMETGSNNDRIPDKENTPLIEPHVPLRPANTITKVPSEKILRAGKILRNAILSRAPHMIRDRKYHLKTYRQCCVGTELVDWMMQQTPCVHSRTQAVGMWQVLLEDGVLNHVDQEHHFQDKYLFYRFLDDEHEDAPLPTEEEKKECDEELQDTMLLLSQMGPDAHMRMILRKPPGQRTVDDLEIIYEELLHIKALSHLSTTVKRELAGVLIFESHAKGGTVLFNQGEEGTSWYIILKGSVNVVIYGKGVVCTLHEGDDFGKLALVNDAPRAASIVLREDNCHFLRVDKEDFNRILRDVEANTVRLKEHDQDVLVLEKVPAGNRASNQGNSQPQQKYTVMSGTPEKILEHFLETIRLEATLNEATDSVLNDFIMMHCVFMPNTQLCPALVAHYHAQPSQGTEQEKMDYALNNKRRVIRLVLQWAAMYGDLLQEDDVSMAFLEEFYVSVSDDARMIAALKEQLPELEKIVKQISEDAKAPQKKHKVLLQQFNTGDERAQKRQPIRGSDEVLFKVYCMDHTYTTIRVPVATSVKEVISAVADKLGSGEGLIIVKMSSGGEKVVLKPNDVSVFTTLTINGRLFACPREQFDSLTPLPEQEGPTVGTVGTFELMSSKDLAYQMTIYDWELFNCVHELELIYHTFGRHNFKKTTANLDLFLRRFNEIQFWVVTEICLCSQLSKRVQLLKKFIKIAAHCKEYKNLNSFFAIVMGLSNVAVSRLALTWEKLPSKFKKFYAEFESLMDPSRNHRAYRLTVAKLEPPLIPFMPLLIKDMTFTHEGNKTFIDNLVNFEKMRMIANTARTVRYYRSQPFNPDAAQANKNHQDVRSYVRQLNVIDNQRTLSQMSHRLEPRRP
The depositor's hits bear a star; i = inactive; u = inconclusive; x = not tested or not shown; [ ] = remark or other dose. Calls come from the whole dose curve; as a rule, active = well fitted curve in the direction sought with a large enough effect; inconclusive = small, poorly fitted or top-dose-only effect, or another doubt; inactive = no such curve, though single readings can be large; an effect the other way counts as inactive or inconclusive. Potency is the fitted concentration of half-maximal effect. Only part of the results is shown, so the mix of outcomes need not match the whole.

SMILES	A549 tox	ATXN2 expr inh	TGFb inhibitor	MCF10A rerep	HepG2 viability	Nrf2 ARE act	Nrf2 inh	S2 tox	EPAC2 antagonist
CC1CC(C)CN(C(=O)COC(=O)C2CCN(S(=O)(=O)c3ccc4c(c3)OCCO4)CC2)C1 (centres undefined)	5%	-11%	-2%	4%	2%	-0.5%	-2%	i	-7%
CCCNc1nc2c(c(=O)n(C)c(=O)n2C)n1CCCc1ccccc1	0%	-9%	0%	10%	-22%	-0.9%	u	i	0%
COc1ccccc1NC(=O)C1=C(C)NC2=C(C(=O)CCC2)C1c1ccc(C)o1 (centres undefined)	-3%	11%	-17%	-2%	0%	11%	6%	i	3%
Cn1ncc(Br)c1C(=O)NC12CC3CC(CC(C3)C1)C2	0%	-5%	22%	u	-6%	0.1%	4%	i	9%
COc1cc(NC(=O)CCc2c(C)nc3c4c(C)cc(C)nc4nn3c2C)cc(OC)c1	1%	0%	4%	x	-4%	-0.5%	-7%	i	x
Cc1ccc(C(=O)Nn2cnc3scc(-c4cccs4)c3c2=O)c(O)c1	0%	4%	u	13%	-32%	0.4%	6%	i	-1%
O=C(Oc1ccc2c(c1)OCO2)c1cc2c(s1)CCC2	-9%	u	0%	10%	-6%	2.9%	2%	u	18%
COc1cc(Cl)ccc1OC1(C)CCN(Cc2cccn2-c2nccs2)C1 (centres undefined)	x	-16%	-27%	x	-29%	25%	x	u	6%
Cc1cc([N+](=O)[O-])ccc1NC(=O)Cc1ccc(F)cc1	1%	-12%	1%	1%	1%	0.1%	2%	i	6%
COc1ccc(OC)c(NC(=O)c2cc(-c3ccc(C)cc3O)n[nH]2)c1	-1%	3%	-5%	-3%	2%	0.7%	-11%	i	8%
Cc1ccc(NC(=O)Nc2cccc([N+](=O)[O-])c2)cc1F	u	-25%	u	u	-32%	9.4%	u	i	0%
COc1ccc(OC)c(S(=O)(=O)N2CCCC2C(=O)NC(C)c2ccccc2)c1 (centres undefined)	u	-29%	-5%	19%	-39%	-0.5%	u	u	3%
CC(C)NCC(=O)C12CC3CC(CC(C3)C1)C2	6%	x	-5%	14%	9%	-0.4%	0%	i	5%
Cc1oc(=O)cc(OCc2ccccc2)c1C	9%	1%	5%	1%	-3%	3.6%	-20%	i	9%
Cc1ccc(C(=O)OCC(=O)N2CCCCCC2)cc1S(=O)(=O)N1CCOCC1	2%	0%	13%	0%	1%	-0.3%	8%	i	-2%

Four of the compounds above, as a markdown table.
| Molecule | A549 tox | ATXN2 expr inh | TGFb inhibitor | MCF10A rerep | HepG2 viability | Nrf2 ARE act | Nrf2 inh | S2 tox | EPAC2 antagonist |
| --- | --- | --- | --- | --- | --- | --- | --- | --- | --- |
| Cc1ccc(NC(=O)Nc2cccc([N+](=O)[O-])c2)cc1F | u | -25% | u | u | -32% | 9.4% | u | i | 0% |
| COc1ccc(OC)c(S(=O)(=O)N2CCCC2C(=O)NC(C)c2ccccc2)c1 (centres undefined) | u | -29% | -5% | 19% | -39% | -0.5% | u | u | 3% |
| CC(C)NCC(=O)C12CC3CC(CC(C3)C1)C2 | 6% | x | -5% | 14% | 9% | -0.4% | 0% | i | 5% |
| Cc1oc(=O)cc(OCc2ccccc2)c1C | 9% | 1% | 5% | 1% | -3% | 3.6% | -20% | i | 9% |

The list continues:
SMILES	A549 tox	ATXN2 expr inh	TGFb inhibitor	MCF10A rerep	HepG2 viability	Nrf2 ARE act	Nrf2 inh	S2 tox	EPAC2 antagonist
Cc1nc2c(OCc3ccc(C(F)(F)F)cc3)cccn2c1N(C)CC1CC1	x	35µM*	11µM*	x	10µM*	-0.1%[9.22 µM]	x	22µM*	u
CCSc1ccccc1C(=O)Nc1ccc(-c2nc3ccccc3s2)c(O)c1	5%	x	-18%	x	-44%	2.8%	x	x	x
O=C(OCC(=O)N1CCN(c2ccccc2)CC1)c1ccccc1[N+](=O)[O-]	-6%	66%[activator]	0%	0%	-28%	-0.4%	u	i	-1%
CCCCCn1c(=O)[nH]c2cc(C(=O)N3CCN(C(=O)OCC)CC3)ccc2c1=O	-28%	-22%	17%	4%	-14%	-0.1%	-30%	i	-21%
Cn1nc(-c2ccccc2)c(C(=O)Nc2ccc(C(F)(F)F)cc2)c1Cl	-2%	7%	20%	-5%	8%	0.0%	u	i	11%
CCOc1ccc(C(c2c(O)cc(C)n(CCOC)c2=O)N2CCN(c3ccc(F)cc3)CC2)cc1 (centres undefined)	-1%	x	-2%	x	1%	-0.9%	x	x	x
COCCCNC(=O)c1cccc(OC)c1OC	4%	-12%	29%	-5%	3%	-0.7%	10%	i	10%
O=C(CCCCCn1c(=O)[nH]c2ccccc2c1=O)NCc1cccc(Cl)c1	-5%	x	21%	x	0%	5.5%	x	x	x
Cc1ccc(NC(=O)CCS(=O)(=O)c2cccc3nonc23)c(C)c1	2%	11%	-26%	x	-16%	0.2%	x	i	x
COc1ccc(-c2cn3c(C)c(C(=O)NCCN4CCOCC4)sc3n2)cc1	6%	13%	9%	-6%	6%	5.0%	18%	i	-1%
Cc1cccc(-n2nnc(-c3nc(-c4cccs4)no3)c2N)c1C	1%	86%[activator]	-24%	x	-3%	11%	u	i	x
O=C(C[n+]1cccc(CNC(=O)c2ccc(OC(F)F)cc2)c1)Nc1ccc(SC(F)F)cc1	0%	25%	5%	-6%	-20%	-0.3%	0%	i	0%
CC(=O)NCCNC(=O)c1ccc(NC2=NC3CS(=O)(=O)CC3S2)cc1 (centres undefined)	0%	21%	-1%	-3%	-2%	-0.8%	0%	i	-1%
CC(C)c1ccccc1NC(=O)c1ccc2ncsc2c1	2%	-13%	-12%	4%	-4%	-0.5%	u	u	-10%
c1cc(-c2noc(CC3CCCCC3)n2)ccn1	5%	38%[activator]	-8%	u	2%	0.4%	u	i	0%
COc1cc(NS(=O)(=O)c2ccc(NC(=O)C(C)Oc3ccc(Cl)cc3Cl)cc2)nc(OC)n1 (centres undefined)	-1%	-7%	u	x	-32%	0.1%	u	i	x
CC1=C(C(=O)Nc2ccc([N+](=O)[O-])cc2)C(c2cccc(C(F)(F)F)c2)NC(=S)N1c1ccccc1 (centres undefined)	x	u	u	10%	-56%	4.7%	u	u	-22%
N#CCN(N=Nc1ccccc1)c1ccccc1	1%	6%	1%	0%	-1%	2.5%	-3%	i	-21%
CC(=O)N1[C@H](Cc2ccccc2)C=C[C@]1(C)C(=O)NCc1ccccn1	-4%	13%	-8%	-2%	4%	2.4%	9%	i	8%
CC(C)CC(OC(=O)c1ccco1)C(=O)NCC1CCCO1 (centres undefined)	-4%	10%	-21%	0%	-6%	-0.5%	4%	i	12%
Cc1ccc(/C=N/NC(=O)c2ccncc2)o1	-13%	9%	0%	-1%	-11%	0.5%	17%	i	10%
Cc1cc(Nc2ccc(Cl)cc2)n(-c2ccccc2)n1	6%	-11%	-24%	u	4%	0.3%	u	i	-28%
CCOc1ccccc1CN(CCc1ccc2c(c1)OCO2)Cc1ccccn1	-14%	u	3%	25%	-12%	-0.6%	u	i	u
O=C(C1CCCN(S(=O)(=O)c2cccs2)C1)N1CCN(c2cccc(Cl)c2)CC1 (centres undefined)	0%	-35%	u	x	-18%	4.3%	u	u	x
CN1C(=O)c2ccccc2N(C)C1c1ccc2c(c1)OCO2 (centres undefined)	5%	-4%	0%	0%	1%	0.3%	x	i	-5%
COc1ccc(OC)c(NC(=O)Nc2nc(CN(C)C)cs2)c1	x	-3%	26%	x	0%	1.5%	x	i	17%
Cc1cccc(OCC(=O)N/N=C/c2ccc(N(C)C)cc2)c1	0%	17%	-11%	5%	5%	0.6%	1%	i	-4%
O=C(Nc1cccc(-c2cscn2)c1)C1CCN(Cc2ccsc2)CC1	-16%	2%	183%[activator]	5%	-9%	0.1%	-10%	i	0%
C[C@@]12CCC3[C@@](CCC4[C@@]3(C)CCC[C@@]4(C)C(=O)N3CCCCC3)(CC1=O)C2 (some centres undefined)	12%	-11%	u	8%	-12%	-0.6%	-2%	i	9%
O=[N+]([O-])/C=C/c1ccc2c(ccn2Cc2ccccc2)c1	3%	x	u	u	-3%	0.2%	29%	i	-6%
O=C(Cc1ccccc1F)Nc1ccc(S(=O)(=O)Nc2ncccn2)cc1	3%	-7%	-2%	2%	4%	0.0%	u	i	-15%
CC(Oc1ccccc1)C(=O)NNS(=O)(=O)c1ccc([N+](=O)[O-])cc1 (centres undefined)	-4%	2%	-2%	-5%	4%	-0.8%	5%	u	-2%
COc1ccc(-c2c(C)oc3ccc(C)cc23)cc1	-13%	4%	-9%	u	-20%	0.4%	-5%	i	-3%
Cc1ccc(-n2c(O)c(C=NC3CCS(=O)(=O)C3)c3ccccc3c2=O)cc1 (centres undefined)	0%	9%	-4%	-4%	13%	0.1%	0%	i	1%
Cc1cc(C)n(-c2c(F)c(F)c(COC(=O)c3ccccc3)c(F)c2F)n1	2%	5%	0%	9%	4%	-0.3%	6%	i	-1%
O=C(Cn1ncc2c([nH]c3ccccc32)c1=O)NCCCN1CCN(c2ccc(F)cc2)CC1	5%	-2%	-11%	x	-27%	7.7%	u	i	x
O=C(CCN1CCCO1)N1CCCC(N2CCN(c3ccccc3F)CC2)C1 (centres undefined)	6%	-1%	4%	1%	7%	-0.3%	9%	i	6%
Cc1ccc(Cc2nc3ccccc3nc2SCC(=O)NCc2ccccc2Cl)cc1	1%	11%	u	x	-5%	-0.8%	x	u	x
COc1ccc(NS(=O)(=O)c2cc(NC(=O)[C@@H](NC(=O)c3ccccc3)C(C)C)ccc2C)cc1	u	-10%	u	18µM*	-4%	2.6%	u	i	5%
Cc1ccc(NC(=O)Cc2cn3ccsc3n2)nc1	2%	-10%	-2%	u	-20%	3.8%	3%	i	9%
CCOc1ccc(S(=O)(=O)/N=C(/Nc2ccc(C)c(S(=O)(=O)N3CCOCC3)c2)c2ccccc2)cc1	-16%	-10%	-22%	5%	-9%	-0.4%	u	i	-7%
O=C(CN1C(=O)c2ccccc2S1(=O)=O)NCCSCc1ccco1	1%	3%	-18%	-5%	-2%	u	11%	i	12%
